GPR55 beta-arrestin = GPR55 agonists via beta-arrestin recruitment, primary screen, imaging, U2OS cells, beta-arrestin-GFP redistribution (AID 1961); U2OS GPR55 beta-arrestin-GFP redistribution imaging; higher % means a stronger effect; activation, % at 10 µM, or EC50 in µM where a hit was titrated; actives 0.048% (n = 290,000);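 active = activation above 40% with more than 50 cells counted in the well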;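 note: U2OS osteosarcoma cells stably expressing GPR55 and beta-arrestin-GFP; plate controls were DMSO negative control for no effect and LPI positive control for full effect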
GPR55 LPI antagonism = GPR55 antagonists blocking LPI-driven arrestin recruitment, primary screen, imaging, U2OS, beta-arrestin-GFP, LPI agonist (AID 2013). U2OS GPR55 beta-arrestin-GFP translocation imaging, LPI antagonism; higher % means a stronger effect. one-dose inhibition, % at 10 µM; IC50 in µM for titrated hits. actives 0.13% (n = 290,000);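 active = spots per cell inhibited over 60%, with over 100 cells counted and total cytoplasm intensity under 500,000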;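 note: U2OS cells stably carrying GPR55 and arrestin-GFP stimulated by 5 µM LPI near EC80; imaged beta-arrestin-GFP aggregate spots per cell after agonist stimulation; plate controls were LPI-stimulated DMSO wells for no effect and DMSO wells without LPI for full effect; some results filed as inactive read as strong as hits; confirmed hits need IC50 under 10 µM and bright autofluorescent wells are also inconclusive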
KOR beta-arrestin-1 = kappa opioid receptor blockers – cell-based, luminescence, uHTS (AID 1778); KOR beta-arrestin recruitment, luminescence, antagonist mode; higher % means a stronger effect; inhibition, % at 10 µM; hits with a dose series show IC50 in µM; actives 0.091% (n = 290,000); in the data active = inhibition above about 50%; note: strong numbers were not always called active
T cell modulator = T cell immune modulation candidate; calls only at 7 µM; actives 0.068% (n = 330,000); 2C CD8+ T cell-vesicle binding, flow cytometry; hits give low values;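 active = response, share of CD8 T cells binding vesicles, and their 90th percentile fluorescence all below set limits, cut at about 80% in these data, passing the limit was not always enough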
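Read-out – percent CD8+ FL2 mean versus row control · System – murine 2C transgenic CD8+ T lymphocytes · Times – 1.5 h cell–vesicle binding at 37 °C, then 20 min icy labelling · Control set – naked vesicles low, QL9 vesicles with vehicle high · Detection – cytometric PE anti-B7-1 and Alexa647 anti-CD8 signals after 1% paraformaldehyde fixation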
West Nile virus CPE = West Nile virus antiviral activity, cell-based, CPE readout (AID 1621) | West Nile virus-infected cells, CPE inhibition; higher % means a stronger effect | CPE inhibition, % at 10 µM, or IC50 in µM where a hit was titrated | actives 0.02% (n = 290,000); in the data active = a potency from the dose series; note: strong numbers were not always called active
NTR1 ag = agonists of NTR1, primary screen, imaging, U2OS cells, beta-arrestin-GFP, high content (AID 493036) | P30989 | NTR1-U2OS beta-arrestin-GFP spot imaging, agonist mode | activation, % at 20 µM | actives 0.17% (n = 330,000);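 active = activation at or above 40% of the spot to cytoplasm intensity ratio, with at least 20 cells analyzed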;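 note: 0% = DMSO without peptide and 100% = 100 nM NTR1 peptide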
Target sequence (P30989 whole entry, looked up): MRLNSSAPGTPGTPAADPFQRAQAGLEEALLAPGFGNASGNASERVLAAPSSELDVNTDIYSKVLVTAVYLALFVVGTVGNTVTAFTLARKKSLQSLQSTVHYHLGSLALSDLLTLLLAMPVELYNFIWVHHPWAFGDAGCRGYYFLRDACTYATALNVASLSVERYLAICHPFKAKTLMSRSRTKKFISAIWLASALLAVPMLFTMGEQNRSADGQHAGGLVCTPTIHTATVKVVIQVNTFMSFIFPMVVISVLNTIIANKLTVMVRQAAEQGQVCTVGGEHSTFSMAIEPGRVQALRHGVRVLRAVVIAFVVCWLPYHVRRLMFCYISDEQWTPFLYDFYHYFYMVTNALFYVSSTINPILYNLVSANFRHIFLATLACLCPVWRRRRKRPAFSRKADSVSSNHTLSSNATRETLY
GPR35 arrestin U2OS = inhibition of zaprinast-stimulated GPR35 beta-arrestin translocation – imaging, U2OS, beta-arrestin-GFP, zaprinast agonist, primary screen (AID 2058) | actives 0.052% (n = 290,000) | U2OS GPR35 beta-arrestin-GFP translocation imaging, zaprinast antagonism; higher % means a stronger effect | one-dose inhibition, % at 10 µM; IC50 in µM for titrated hits;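 active = inhibition of at least 50% with at least 30 cells and total cytoplasm GFP at most 10,000,000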
Salmonella PhoP GFP = PhoP-dependent GFP reporter repression – Salmonella Typhimurium, primary screen (AID 1863). S. Typhimurium PhoP-regulated promoter GFP reporter, 4 h; higher % means a stronger effect. inhibition, % at 50 µM; hits with a dose series show IC50 in µM. actives 0.16% (n = 300,000);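 active = inhibition over 29.93%, a cutoff 3 SD above the screen mean, later confirmed by dose response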;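 note: 0% = low Mg2+ inducing control and 100% = high Mg2+ repressing control; strong numbers were not always called active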
KOR beta-arrestin-2 = KOR agonists, beta-arrestin recruitment, primary screen, cell-based, luminescence, uHTS (AID 1777). KOR beta-arrestin recruitment, luminescence; higher % means a stronger effect. activation, % at 10 µM, or EC50 in µM where a hit was titrated. actives 0.02% (n = 280,000); in the data active = activation above about 50%, passing the limit was not always enough; note: a part of the inactive calls stands beside numbers as strong as those of hits
T cell modulator vesicle-bound % = further read-out of T cell modulator, marked with its call; double positive events, %; measured here: CD8+ vesicle-bound cell fraction;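 binding gate set so that unloaded-vesicle control wells show 10% double positive cells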
NTR1 ag cell count 20 µM = further read-out of NTR1 ag, marked with its call; cell count; measured here: cell count, cytotoxicity flag
* hit, by the source's call; i = inactive; · = no result given; [ ] = remark or other dose.

SMILES	GPR55 beta-arrestin	GPR55 LPI antagonism	KOR beta-arrestin-1	T cell modulator	T cell modulator vesicle-bound %	West Nile virus CPE	NTR1 ag	NTR1 ag cell count 20 µM	GPR35 arrestin U2OS	Salmonella PhoP GFP	KOR beta-arrestin-2
OC(C#CCCN1CCCCC1)(c1ccccc1)C1CCCCC1 (centres undefined)	0.5%	11%	13%	i	49	-0.9%	0.7	51	4%	-6%	-1.3%
Cc1ccc(N=Nc2c(N)nn(-c3ccccc3)c2N)cc1	-0.2%	6%	-23%	i	58	-1.4%	0.7	61	-2%	-4%	-2.5%
CN(C)CCc1c[nH]c2ccc(Cn3cncn3)cc12	·	·	·	i	34	-0.2%	-0.1	55	·	-1%	·
O=C(Nc1ccc(Cl)cc1Cl)Nn1cnnc1	0.0%	1%	7%	i	12	0.0%	-0.5	50	0%	-1%	2.2%
CC1CCCC(NC(=O)COC(=O)COc2ccc(Cl)cc2)C1C (centres undefined)	0.0%	1%	-9%	i	4	-0.5%	0.4	72	25%	-8%	-6.6%
N/C(=N\O)c1ccccc1-n1cccc1	0.1%	9%	-4%	i	45	-0.3%	1.7	58	4%	-7%	2.4%
Fc1ccccc1OCCn1c(=S)[nH]c2ccccc21	-0.1%	0%	18%	i	60	-1.0%	2.6	70	-4%	3%	-3.3%
COc1ccc(C2CC(C(F)(F)F)n3nc(C(=O)O)c(Br)c3N2)cc1 (centres undefined)	0.3%	-6%	-26%	i	32	0.1%	0.5	55	4%	2%	4.1%
CCCCCn1c(CN(C)Cc2ccccc2)nc2c1c(=O)n(C)c(=O)n2C	0.1%	0%	-77%	·	·	-0.6%	·	·	-9%	0%	3.2%
O=C(COC(=O)/C=C/C(=O)N1CCN(c2ccccc2)CC1)NCc1ccc(F)cc1	-0.2%	-7%	-7%	i	45	-0.3%	1.2	66	-12%	-3%	1.8%
COc1ccc(NC(=O)C2CCCN(S(=O)(=O)c3c(C)[nH]c(=O)[nH]c3=O)C2)cc1Cl (centres undefined)	-0.4%	17%	15%	i	58	1.8%	-0.3	48	8%	8%	-4.1%
Cc1cc(C)nc(NC(=O)c2cccc([N+](=O)[O-])c2)c1	-0.3%	13%	10%	i	15	-1.0%	-0.6	37	-6%	-1%	2.5%
O=C(CSCCc1ccccn1)Nc1cccnc1	-0.1%	-12%	-32%	i	14	0.5%	3.7	49	8%	0%	3.0%
Cc1n[nH]c(C)c1CCCCOc1ccccc1F	-0.2%	-5%	8%	i	44	-1.0%	-1.3	93	-6%	5%	2.4%
N#Cc1c(-c2ccc(Cl)cc2)cc(-c2cccs2)nc1SCC(=O)O	0.0%	9%	-7%	i	50	-0.7%	3.3	85	-20%	8%	-0.2%
CCOC(=O)c1ccc(OC)c(OC)c1Cl	0.0%	12%	19%	i	19	0.5%	-0.5	53	13%	-8%	3.2%
CC1CCN(C(=O)Cn2cnc3c(cnn3C(C)(C)C)c2=O)CC1	0.1%	-6%	6%	i	49	-0.6%	0.8	63	8%	-2%	-3.5%
Cc1ccc(-c2nc3ccccc3c(=O)n2CCCN2CCOCC2)cc1	-0.3%	2%	10%	i	37	-0.3%	2.2	88	9%	-4%	-3.8%
Cn1c(=O)n(CCc2ccccc2)c(=O)c2c1nc1n2CCCN1Cc1ccccc1	0.2%	-7%	10%	i	36	0.3%	15	48	-2%	-7%	-5.3%
CC(OC(=O)c1ccc2ncsc2c1)C(=O)Nc1ncc(Cl)cc1Cl (centres undefined)	-0.2%	-4%	12%	i	55	-0.6%	-0.7	59	-2%	6%	5.9%
Cc1cccc(OCc2nnc(SCC(=O)N3c4ccccc4Sc4ccc(Cl)cc43)o2)c1	-0.4%	9%	20%	i	37	-1.6%	-1.1	58	-27%	5%	-2.7%
COC(=O)CCC(=O)OC1(C)C(=O)C=C2C=C(C3CC3)N(C(CO)CO)C=C2C1=O (centres undefined)	-0.1%	7%	16%	i	19	0.3%	2.7	90	-6%	-4%	-1.8%
CN(C)C1(CNC(=O)C2CCN(S(=O)(=O)c3ccccc3C(F)(F)F)CC2)CCCCC1	0.0%	23%	-3%	i	22	-0.1%	-0.2	82	6%	0%	-2.9%
C(=N\NC1=Nc2cccc3cccc1c23)/c1ccccn1	0.2%	-10%	-12%	·	·	-1.9%	·	·	5%	2%	-4.5%
COc1ccc(/C=C2\CN(Cc3ccccc3)C/C(=C\c3ccc(OC)c(O)c3)C2=O)cc1O	-0.2%	5%	-29%	i	52	-2.2%	20	64	-12%	4%	-2.5%
Nc1nc2nc(-c3ccc(Cl)cc3)cc(C(F)(F)F)n2n1	-0.1%	-2%	41%	i	38	-0.4%	2.3	36	8%	-3%	-9.3%
O=C(Cc1ccccc1)Nc1scc(-c2ccccc2)c1C(=O)N1CCOCC1	-0.1%	8%	23%	i	33	-0.2%	3.0	37	0%	12%	-3.9%
COC(=O)c1cc(S(=O)(=O)NCc2ccc(S(N)(=O)=O)cc2)oc1C	0.2%	16%	29%	i	10	-0.1%	-1.2	46	12%	-7%	-4.9%
COc1ccc(Cl)cc1N(CC(=O)N(C)C)S(=O)(=O)c1ccc(C)c([N+](=O)[O-])c1	-0.1%	-3%	-15%[20 µM]	i	28	-0.9%	-1.5	34	-24%	3%	-4.5%
COc1ccc(NC(C)=O)cc1S(=O)(=O)N1CCc2ccccc21	0.2%	-4%	-12%	i	36	-0.7%	-1.2	58	-5%	4%	-0.2%
CCC(CC)C(=O)Nc1cccc(C(=O)Nc2ccc(OC)cc2[N+](=O)[O-])c1	-0.2%	25%	-48%	i	32	0.1%	0.7	45	4%	-3%	0.9%
O=C(c1ccco1)N1CCN(S(=O)(=O)c2ccccc2[N+](=O)[O-])CC1	-0.1%	-8%	-13%	i	40	-0.4%	1.4	92	9%	-7%	0.4%
CC(=O)Nc1ccccc1OCc1nnc(-c2cccs2)o1	-0.1%	5%	-2%	i	22	0.1%	-1.2	76	10%	2%	-0.6%
CCOC(=O)C(=O)Nc1ccccc1C(=O)OCC	0.2%	11%	-39%[20 µM]	i	24	0.9%	0.8	54	20%	9%	·
Cn1nnnc1SCCOc1ccc(C#N)cc1	0.3%	-2%	20%	i	38	0.4%	-1.1	56	-11%	4%	3.4%
CC1(C)CCc2nc(SCc3ccccc3)c(C#N)cc2C1	0.8%	7%	-53%	i	27	0.0%	6.3	95	-2%	-2%	-3.8%
Cc1ccccc1Nc1nc(Cl)c(C=O)s1	-0.3%	-10%	20%	i	53	-0.3%	0.7	31	-8%	-26%	-7.9%
Nc1nc(SCc2ccccc2)c2[nH]cnc2n1	-0.1%	-23%	10%	i	61	0.5%	-0.5	47	-6%	6%	-7.4%
Cc1ccc(C(=O)OCCc2sc[n+](Cc3ccccc3)c2C)cc1	-0.2%	14%	-14%	i	15	0.6%	1.3	70	3%	5%	-4.2%
COc1ccc(NC(=O)CCCn2c(=O)[nH]c3ccccc3c2=O)cc1	-0.1%	28%	8%	i	4	-0.1%	-0.9	100	14%	0%	-2.1%
Cc1cccc(N(CC(=O)N2CCN(c3ccc(F)cc3)CC2)S(C)(=O)=O)c1C	-0.1%	11%	-4%[20 µM]	i	27	-0.4%	1.4	36	13%	-4%	·
Cn1c(CN2CCCC2)nc2cc(NC(=O)c3ccc(Cl)cc3)ccc21	-1.2%	5%	-15%	i	31	1.1%	0.3	58	-14%	-8%	-3.3%
O=C(NC(Cc1ccccc1)C(=O)O)/C(=C\c1ccc(F)cc1)NC(=O)c1ccco1 (centres undefined)	0.2%	9%	-2%	i	19	1.6%	0.0	55	-4%	-5%	-2.9%
Cc1ccc(N(C)C(=O)c2cc(S(=O)(=O)N3CCCC3)cn2C)cc1	-0.1%	-6%	-27%[20 µM]	i	22	-1.5%	0.4	62	9%	·	-4.1%
CCCn1c(SCC(=O)N2CCN(c3ccc(OC)cc3)CC2)nc2c1c(=O)n(C)c(=O)n2C	0.3%	1%	10%	·	·	0.0%	-0.2	81	-19%	3%	6.5%
COc1ccccc1OCC(=O)Nc1ccc(-c2nnc(-c3ccco3)o2)cc1	0.2%	11%	-13%[20 µM]	i	53	-0.6%	0.8	67	3%	8%	·
O=C(COC(=O)C1CC(=O)N(c2ccccc2)C1)c1ccccc1 (centres undefined)	0.9%	6%	-9%	i	18	0.1%	-2.2	69	-4%	-3%	-1.8%
COc1ccccc1C1(CC(=O)N2CCOCC2)CCOC(C(C)C)C1 (centres undefined)	-0.1%	0%	7%	i	33	0.1%	-2.8	92	1%	-2%	6.5%
CC1CCCCC1n1c(-c2cccnc2)n[nH]c1=S (centres undefined)	-0.7%	1%	16%	i	19	-0.1%	2.7	54	-2%	-3%	-6.0%
COc1ccc(OC)c(NC(=O)C2C3CCC(O3)C2C(=O)O)c1 (centres undefined)	-0.1%	23%	31%	i	57	·	0.6	80	0%	2%	-1.8%
O=C(CSc1c[nH]c2ccccc12)NCc1ccc2c(c1)OCO2	-0.3%	5%	-13%	i	35	0.1%	-1.0	52	-5%	-5%	-4.8%
Cn1c(SCC(=O)Nc2ccccc2)nc(O)cc1=O	-0.1%	9%	-44%	i	21	0.6%	-0.3	74	11%	2%	1.7%
Cc1nnc(SC2CC(=O)N(c3ccccc3)C2=O)s1 (centres undefined)	-0.1%	18%	2%	i	40	0.0%	-1.0	65	5%	2%	-5.7%
COc1ccc(C2(CNC(=O)c3ccc(C)cc3)CCOCC2)cc1	-0.1%	-2%	-32%[20 µM]	i	44	0.1%	1.1	44	-11%	-4%	2.0%
Cc1nc2ccccc2c(=O)n1Nc1cccc(Cl)c1	0.0%	9%	8%	i	35	-1.6%	1.0	56	8%	3%	4.0%
CC(C)(C)C(=O)N=C1SC2CS(=O)(=O)CC2N1c1ccc2c(c1)OCO2 (centres undefined)	-0.1%	17%	21%	i	27	1.6%	-3.6	93	0%	-3%	-3.5%
Cc1cccc(C(=O)NC(=S)NNC(=O)c2cccs2)c1	-0.2%	14%	12%	i	39	0.1%	2.7	60	16%	-5%	-4.4%

Screening data (PubChem BioAssay)
